High-throughput results deposited in PubChem by several laboratories.
procasp3 activ = procaspase-3 (human) activation. AID 463141. 330,000 tested, 0.11% active. activation, % at 8.5 µM. recombinant procaspase-3 D3A, Ac-DEVD-pNA absorbance 405 nm;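 active = activation above the mean of all tested compounds plus 3 SD, cut at about 21% in these data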;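 also: 0% = DMSO alone and 100% = DMSO wells spiked with extra 5 µM PC-3 D3A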
Target sequence (P42574 whole entry D9A/D28A/D175A): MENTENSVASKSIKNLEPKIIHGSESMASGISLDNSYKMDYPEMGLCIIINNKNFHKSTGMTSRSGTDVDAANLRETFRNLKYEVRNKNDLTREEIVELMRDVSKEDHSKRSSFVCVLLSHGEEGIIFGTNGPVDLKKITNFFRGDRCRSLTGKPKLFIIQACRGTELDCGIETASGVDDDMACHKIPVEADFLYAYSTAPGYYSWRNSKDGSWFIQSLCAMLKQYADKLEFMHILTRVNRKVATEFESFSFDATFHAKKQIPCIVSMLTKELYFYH
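Assay system: Procaspase-3 D3A mutant, all three cleavage aspartates alanine. Buffer or medium: Zinc-free HEPES saline buffer with Triton X-100. Times: 1 h compound preincubation, 2 h substrate hydrolysis at 25 °C. Measured by: 405 nm absorbance of p-nitroaniline, reads at 0 and 120 min. Read-out basis: percent activation relative to control range. Replicates: singlicate.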
RPL19A TOR yeast = yeast TOR pathway RPL19A-GFP modulation | S. cerevisiae RPL19A-GFP strain, flow cytometry, 3 h; hits give low values | 330,000 tested, 0.3% active | percent response vs DMSO, % at 10 µM;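 active = percent response vs DMSO below 50%; inconclusive = fewer than 70 events counted for the yeast strain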;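 also: median channel GFP fluorescence of the barcoded RPL19A-GFP strain; ratio of sample median GFP to plate DMSO average so 100% = DMSO; lower means less RPL19A-GFP as with rapamycin TOR inhibition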
AHR act = human AHR activation; P35869; AHR-responsive luciferase reporter cells, luminescence; activation, % at 5 µM; 320,000 tested, 2.5% active; in the data active = activation above about 47%;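 also: 0% = vehicle wells and 100% = reference agonist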
MEP2-GFP yeast = modulators of TOR pathway MEP2-GFP in S. cerevisiae; S. cerevisiae MEP2-GFP strain, flow cytometry GFP, 3 h; 100% = DMSO control level; GFP response vs DMSO, % at 10 µM; 330,000 tested, 0.51% active; AID 2016;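 active = GFP response versus DMSO above a set limit, roughly screen mean plus 3 SD, cut at about 180% in these data; inconclusive = fewer than 70 cells counted for a yeast strain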;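 also: median GFP fluorescence of the barcode-gated MEP2-GFP cells per well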
LAP4-GFP MLPCN = modulators of TOR pathway LAP4-GFP in S. cerevisiae; GFP response vs DMSO, % at 10 µM; S. cerevisiae LAP4-GFP multiplex, flow cytometry GFP, 3 h; median GFP as percent of DMSO wells; AID 2023; 320,000 tested, 0.34% active;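 active = GFP response vs DMSO above a set limit, about the screen mean plus 3 SD, cut at about 150% in these data; inconclusive = under 70 cell events counted for the yeast strain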
procasp7 counter = counter-screen for procaspase-3 activators: activators of human procaspase-7. activation, % at 8.5 µM. AID 463210. recombinant procaspase-7, Ac-DEVD-pNA absorbance 405 nm; D23A/D198A/D206A triple mutant, cannot self-cleave; scale: DMSO 0, 5 µM enzyme 100. 330,000 tested, 0.093% active. P55210;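 active = percent activation above the screen-wide mean plus 3 SD, cut at about 25% in these data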
Target sequence (P55210 whole entry D23A/D198A/D206A): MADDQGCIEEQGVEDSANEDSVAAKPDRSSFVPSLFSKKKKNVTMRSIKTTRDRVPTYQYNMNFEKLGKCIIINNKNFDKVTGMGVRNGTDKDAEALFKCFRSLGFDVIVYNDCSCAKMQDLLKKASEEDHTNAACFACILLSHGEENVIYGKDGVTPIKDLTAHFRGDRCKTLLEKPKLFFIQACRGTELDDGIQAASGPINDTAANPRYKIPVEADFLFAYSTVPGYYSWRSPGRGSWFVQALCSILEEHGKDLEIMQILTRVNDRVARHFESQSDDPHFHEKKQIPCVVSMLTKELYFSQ
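System: Uncleavable procaspase-7 mutant enzyme; Amount: 2 µM procaspase-7 mutant as dispensed; Schedule: 1 h compound preincubation, 2 h substrate cleavage, 25 °C; Measured by: 405 nm absorbance of p-nitroaniline; Evaluation: percent activation from buffer-corrected 0–120 min absorbance change; Control set: low DMSO alone, high DMSO plus 5 µM PC-7.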
CR mimetic SO = caloric restriction mimetics inhibiting age-related superoxide in yeast. S. cerevisiae aged cells, superoxide DHE fluorescence; hits give low values. superoxide response (% of plate mean), % at 10 µM. 330,000 tested, 0.18% active. AID 2690;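 active = superoxide response under a set limit, about three screen SD below normal, cut at about 65% in these data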;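 also: yeast aged for seven days with compound at 30 °C before DHE staining; 100% = average MFI of all compound-treated wells on the plate with controls excluded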
JMJD2C inh = blocks human GASC-1 demethylase activity; Q9H3R0; GST-JMJD2C(1-420) H3K9me3 demethylation, DELFIA europium; inhibition, % at 2.35 µM; 330,000 tested, 0.069% active; AID 2099;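 active = more than half of a compound's replicate wells show inhibition beyond 50%, single wells judged on their own value; inconclusive = some, but no more than half, of replicates pass 50% inhibition; inactive = no replicate passes 50% inhibition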;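 also: signal counts dimethyl H3K9 product captured on neutravidin plate; 0% = median of DMSO wells and 100% = 0.3 times that DMSO median; strong numbers were not always called active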
Target sequence (Q9H3R0 1-420 limits assumed): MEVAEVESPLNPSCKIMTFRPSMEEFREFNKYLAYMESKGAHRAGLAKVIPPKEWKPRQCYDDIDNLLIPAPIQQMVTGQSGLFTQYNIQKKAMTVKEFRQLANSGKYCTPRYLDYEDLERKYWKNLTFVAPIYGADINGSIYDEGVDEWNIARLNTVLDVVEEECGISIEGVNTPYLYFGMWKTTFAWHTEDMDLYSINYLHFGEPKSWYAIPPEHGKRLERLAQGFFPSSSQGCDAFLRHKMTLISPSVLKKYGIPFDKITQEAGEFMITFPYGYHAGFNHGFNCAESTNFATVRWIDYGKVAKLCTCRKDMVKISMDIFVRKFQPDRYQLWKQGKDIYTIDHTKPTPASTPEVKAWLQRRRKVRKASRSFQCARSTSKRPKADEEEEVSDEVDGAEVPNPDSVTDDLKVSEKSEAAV
The depositor's hits bear a star; ? = inconclusive; / = not tested or not shown.

1) Cc1ccc(NC(=S)N(CCN(C)C)Cc2cc3cc(C)ccc3[nH]c2=O)cc1
2) CCS(=O)(=O)N1CCN=C1SCc1cccc(F)c1
3) COc1ccccc1C(=O)Nc1c[nH]c(=O)[nH]c1=O
4) OC[C@H]1O[C@H](OCc2ccccc2)[C@H](O[C@@H]2OC[C@@H](O)[C@H](O)[C@H]2O)[C@@H](O)[C@@H]1O
5) CN(CC1COc2ccccc2O1)C(=S)Nc1ccccc1 (stereo not given)
6) O=C1NC(NS(=O)(=O)c2ccccc2)(C(F)(F)F)C(=O)N1c1ccc(F)cc1 (stereo not given)
7) O=C(NC1CC1)C1=C[C@H](c2ccc(C(F)(F)F)cc2)C[C@H](OCc2ccc(CO)cc2)O1
8) COc1cc(S(=O)(=O)N(Cc2cccnc2)Cc2cccc(OC)c2OC)ccc1-n1cnnn1
9) Cn1cc(CN(Cc2ccccn2)C[C@@H]2CCC(=O)N2)c(-c2ccccc2F)n1
10) CC(=O)Oc1cc2oc(=O)cc(C)c2cc1OC(C)=O
Compound,1,2,3,4,5,6,7,8,9,10
procasp3 activ,1.1,6.4,/,9.8,4.7,-3.9,-6.8,-2.9,3.5,13.2
RPL19A TOR yeast,104.6,98.7,104.9,96.2,104.3,103.4,102.2,110.2,100.6,98.4
AHR act,7.8,1.1,/,0.0,-1.1,-1.5,1.5,0.9,-1.1,4.9
MEP2-GFP yeast,99.6,116.5,107.7,108.8,99.1,95.2,92.5,103.2,99.3,95.5
LAP4-GFP MLPCN,96.7,105.2,100.5,101.3,111.2,92.5,110.3,97.9,91.5,110.4
procasp7 counter,3.0,6.2,/,2.6,1.6,10.4,5.7,-1.8,1.1,12.2
CR mimetic SO,107.4,87.7,102.3,89.4,109.3,109.1,93.6,101.3,99.3,110.8
JMJD2C inh,1.9,-2.0,4.4,?,-2.6,-6.5,23.8,8.6,0.5,8.6

11) O=S(c1ccc2ccccc2c1)c1cnns1 (stereo not given)
12) COc1ccc(OC)c(NC(=O)Nc2cc(NC(=O)Nc3cc(OC)ccc3OC)c(C)nc2C)c1
13) CC(C)[C@H](NC(=O)c1ccccc1)C(=O)OCC(=O)Nc1ncc(Cl)cc1Cl
14) O=C(O)C1CCN(S(=O)(=O)c2ccc3c(c2)OCCCO3)CC1
15) COC(=O)C(CC(C)C)NC(=O)/C=C/c1ccc(Cl)cc1 (stereo not given)
16) Nc1ccc2oc(CCc3ccccc3)nc2c1
17) COc1cc(C)ccc1OCC(=O)NCC1CCCO1 (stereo not given)
18) CC(=O)c1sc(NC(=O)CN2C(=O)C3CC=CCC3C2=O)nc1-c1ccccc1 (stereo not given)
19) CCOC(=O)CSC(CC)C(=O)Nc1nnc(C(C)C)s1 (stereo not given)
20) COC(=O)c1ccc(S(=O)(=O)NCc2ccco2)n1C
Compound,11,12,13,14,15,16,17,18,19,20
procasp3 activ,-0.5,0.1,3.8,-3.6,9.4,-7.4,0.6,-0.5,-0.2,2.1
RPL19A TOR yeast,102.5,?,99.3,93.4,108.3,100.9,99.3,100.3,94.0,96.0
AHR act,5.3,31.8,0.4,1.6,-0.8,1.0,7.9,0.2,-0.5,-2.0
MEP2-GFP yeast,101.2,?,101.9,95.6,103.6,105.0,105.7,98.1,102.0,99.2
LAP4-GFP MLPCN,103.5,?,101.7,97.7,96.0,99.9,90.6,99.3,95.0,113.8
procasp7 counter,-3.1,0.8,4.8,-6.4,1.2,-11.4,2.0,-0.7,-0.5,11.3
CR mimetic SO,85.7,94.3,70.4,105.8,100.4,102.6,88.7,103.9,73.7,110.8
JMJD2C inh,3.4,6.7,-0.4,-8.7,0.5,0.8,4.9,4.5,43.0,-2.1

21) COC(=O)c1sc2nc(SCC(=O)N(C)c3ccccc3)n(N)c(=O)c2c1C
22) CCN(C(=O)Cn1c(=O)oc2cc(S(=O)(=O)N3CCCC3)ccc21)c1ccc(OC)cc1
23) CC(C)(C)OC(=O)N1CC(O)CC1C(=O)OCC(=O)c1ccc(Cl)cc1 (stereo not given)
24) CCC(=O)Nc1ccc(-c2nc(-c3ccccc3)n(CC(=O)N3CCCCC3)n2)cc1
25) Cc1nc2cc(NC(=O)c3ccc(Cl)cc3)ccc2n1C
26) Cc1ccc(S(=O)(=O)C2(C(=O)Nc3ccc(F)cc3)CC2)cc1
27) O=C(C1CCCN1S(=O)(=O)c1ccc(Cl)cc1)N1CCN(c2ccccc2)CC1 (stereo not given)
28) Cc1nc(Nc2nc(CSc3ccc(Cl)cc3)cc(=O)[nH]2)nc2ccccc12
29) CCCC(=O)NC(=S)NNC(=O)c1ccc([N+](=O)[O-])cc1
30) NC(=O)Nc1ccc(C(=O)OCC(=O)N2CCCC2=O)cc1
Compound,21,22,23,24,25,26,27,28,29,30
procasp3 activ,-1.2,10.9,0.7,5.9,4.2,-1.7,3.8,-2.8,-7.2,1.9
RPL19A TOR yeast,104.0,95.4,103.1,99.7,106.0,95.0,100.8,102.9,99.2,101.0
AHR act,2.9,-1.2,2.1,-2.0,-4.0,0.6,-0.5,17.0,4.8,0.2
MEP2-GFP yeast,97.3,503.8*,104.4,101.2,106.3,99.3,101.9,100.0,105.4,106.2
LAP4-GFP MLPCN,95.3,113.6,106.2,100.2,104.2,130.4,100.8,84.9,105.3,106.0
procasp7 counter,-2.9,1.5,7.1,6.6,0.0,-10.6,1.4,1.7,-14.3,-10.3
CR mimetic SO,103.7,97.8,82.3,108.0,97.6,70.3,117.9,118.8,101.3,119.2
JMJD2C inh,-5.2,-6.8,11.8,3.8,1.2,1.1,4.1,5.0,4.7,-2.3

31) OC(CN1C2=NCCCN2c2ccccc21)c1ccc2c(c1)OCO2 (stereo not given)
32) O=C(NC1(C(F)(F)F)NC(=O)N(C2CCCCC2)C1=O)C1CC1 (stereo not given)
33) COCCNC(=O)C(c1ccc(OC)cc1)N(C(=O)Cn1nnc2ccccc21)c1cccnc1 (stereo not given)
34) CCOC(=O)c1ccc(Oc2c(C)oc3cc(OS(C)(=O)=O)ccc3c2=O)cc1
35) Cc1cc(C)n(-c2nc3ccccc3c(=O)n2OCC(=O)Nc2c(C)cccc2C)n1
36) COc1ccc(SC[C@H](CC(C)C)N2CCN(C)CCC2=O)cc1
37) C[C@H](CO)N1C[C@H](C)[C@@H](CN(C)S(=O)(=O)c2cccs2)Oc2c(NC(=O)CCC(F)(F)F)cccc2C1=O
38) O=C(Nc1cccnc1)C1CCCN(c2ncnc3c2nc2n3CCCCC2)C1 (stereo not given)
39) CCN1CCc2c(OCC(=O)Nc3cccc(C)c3C)cccc2C1=O
40) CCCCn1c(N)c(N(Cc2ccccc2OC)C(=O)c2cc(=O)[nH]c3ccccc23)c(=O)[nH]c1=O
Compound,31,32,33,34,35,36,37,38,39,40
procasp3 activ,-2.6,5.8,0.8,-6.8,1.2,0.7,14.7,6.5,0.6,-2.1
RPL19A TOR yeast,90.5,96.3,99.0,107.0,100.9,94.4,/,87.8,95.9,102.6
AHR act,7.4,-0.5,3.8,-0.8,9.6,4.6,-1.1,21.2,2.4,8.7
MEP2-GFP yeast,89.1,100.2,100.5,105.8,105.2,89.3,/,87.5,97.1,108.1
LAP4-GFP MLPCN,88.5,94.2,100.7,103.3,100.7,125.7,/,89.6,96.7,104.2
procasp7 counter,5.2,12.0,-2.4,14.5,2.1,0.7,2.1,5.1,6.3,0.1
CR mimetic SO,101.5,100.7,94.9,93.3,88.0,100.0,82.2,101.8,109.0,104.3
JMJD2C inh,-3.1,-3.2,-19.6,0.5,-3.4,-0.6,52.1*,-1.8,-10.4,-13.3

41) CCC(C)(C)C1CCC(=NNC(=O)c2ccc(Br)o2)CC1 (stereo not given)
42) CC(C)(C)C1CCC2(CC1)NC(CO)(CO)CO2 (stereo not given)
43) Cc1ccc(CNS(=O)(=O)c2cc3c(cc2C)N(C)CCO3)cc1
44) COc1cccc(-c2c(C(=O)N/N=C/c3cccnc3)nnn2-c2nonc2N)c1
45) COC(=O)Cn1c(=O)sc2ccccc21
46) Cc1cc(NCc2ccccn2)n2nc(C)c(-c3ccccc3)c2n1
47) O=c1c(-c2nnc(SCc3ccc(Cl)c(Cl)c3)o2)cccn1Cc1ccccc1
48) Cc1cc(NC(=O)CCC(=O)N(CC(=O)NC2CCCC2)c2cccc(F)c2)no1
49) CCc1nc(SCC(=O)O)c2c3c(sc2n1)COC(C)(C)C3
50) CSc1ccc(/C=N/NC(=O)CN2CCN(Cc3ccccc3Cl)CC2)cc1
51) Cc1cc(NC(=O)/C=C/c2ccco2)ccc1NC(=O)c1ccccc1
Compound,41,42,43,44,45,46,47,48,49,50,51
procasp3 activ,2.8,1.6,-0.1,0.4,-0.3,-0.2,8.2,5.4,/,7.3,-2.4
RPL19A TOR yeast,100.7,99.4,95.9,104.0,97.9,97.0,93.3,105.5,108.0,106.8,97.8
AHR act,20.7,1.7,2.0,36.4,2.0,10.1,0.6,-1.1,/,-1.3,-2.2
MEP2-GFP yeast,98.3,109.3,95.7,100.6,103.3,92.5,100.6,105.5,107.4,106.0,98.1
LAP4-GFP MLPCN,91.8,94.2,94.8,90.7,101.3,102.6,111.4,92.1,100.7,88.3,98.9
procasp7 counter,-10.0,-1.0,0.2,13.3,4.4,3.9,14.1,7.0,/,3.0,6.9
CR mimetic SO,106.6,96.2,90.3,104.5,115.6,85.3,132.2,92.7,106.7,100.3,92.2
JMJD2C inh,-12.4,-4.8,-14.9,0.9,-0.3,-1.8,-4.6,3.3,-1.8,5.1,1.8

Structures listed so far containing a furan ring, fused or not:
20) COC(=O)c1ccc(S(=O)(=O)NCc2ccco2)n1C
41) CCC(C)(C)C1CCC(=NNC(=O)c2ccc(Br)o2)CC1 (stereo not given)
51) Cc1cc(NC(=O)/C=C/c2ccco2)ccc1NC(=O)c1ccccc1
Compound,20,41,51
procasp3 activ,2.1,2.8,-2.4
RPL19A TOR yeast,96.0,100.7,97.8
AHR act,-2.0,20.7,-2.2
MEP2-GFP yeast,99.2,98.3,98.1
LAP4-GFP MLPCN,113.8,91.8,98.9
procasp7 counter,11.3,-10.0,6.9
CR mimetic SO,110.8,106.6,92.2
JMJD2C inh,-2.1,-12.4,1.8

Excerpt: nos. 41–43
41) CCC(C)(C)C1CCC(=NNC(=O)c2ccc(Br)o2)CC1 (stereo not given)
42) CC(C)(C)C1CCC2(CC1)NC(CO)(CO)CO2 (stereo not given)
43) Cc1ccc(CNS(=O)(=O)c2cc3c(cc2C)N(C)CCO3)cc1
Compound,41,42,43
procasp3 activ,2.8,1.6,-0.1
RPL19A TOR yeast,100.7,99.4,95.9
AHR act,20.7,1.7,2.0
MEP2-GFP yeast,98.3,109.3,95.7
LAP4-GFP MLPCN,91.8,94.2,94.8
procasp7 counter,-10.0,-1.0,0.2
CR mimetic SO,106.6,96.2,90.3
JMJD2C inh,-12.4,-4.8,-14.9
